Source: PubChem (several laboratories)
HGIII-sPLA2 inh = human group III sPLA2 inhibitors, primary screen, biochemical, QFRET, BODIPY PC-A2 liposome substrate | QFRET BODIPY PC-A2 liposome hydrolysis, fluorescence | inhibition, % at 12.2 µM | 0.56% of 370,000 active;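 active means inhibition above mean plus 3 SD of compounds lying within the high and low control bounds, cut at about 19% in these data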;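 further: 0% = median of test compound wells and 100% = no enzyme DMSO wells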
DAX1 inh-1 = DAX1 (NR0B1) inhibitors, primary screen, cell-based, HEK293, Gal4-DAX1, luciferase luminescence. inhibition, % at 6.75 µM. HEK293 Gal4-DAX1 luciferase reporter. 0.99% of 340,000 active. AID 504766, 2011;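 active means inhibition above the mean over all tested compounds plus 3 SD, cut at about 4.2% in these data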;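 further: 0% = DAX1-transfected cells with DMSO and 100% = empty-vector control cells with DMSO; inhibition shows as a rise in luminescence from relieved DAX1 repression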
DAX1 inh-2 = DAX1 (NR0B1) inhibitors on StAR promoter, primary screen, cell-based, luminescence, SF-1 (NR5A1), full-length DAX-1. HEK293T StAR-luciferase reporter, SF-1/DAX-1 repression relief. AID 652010, 2013. inhibition, % at 6.8 µM. 1.1% of 370,000 active;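 active means inhibition above the mean over all tested compounds plus 3 SD, cut at about 3.6% in these data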;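 further: 0% = DAX-1 cells with DMSO and 100% = cells lacking DAX-1 with DMSO; higher inhibition means more luminescence from relief of DAX-1 repression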
hcDAF-12 act = H. contortus DAF-12 nuclear receptor activators, primary screen, cell-based, luminescence, HEK293, lit1-tk-luc reporter; HEK293 hcDAF-12 lit1-tk-luc reporter; 0% DMSO, 100% Δ7-dafachronic acid; activation, % at 6.8 µM; 1.4% of 370,000 active;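 active means activation above the mean of all tested compounds plus 3 SD, cut at about 5.5% in these data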;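 further: 100% = response to 3 µM Δ7-dafachronic acid high control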
hgDAF12 agonist = H. glycines DAF-12 receptor agonists, primary screen, cell-based, luminescence, HEK293, GAL4 fusion, UAS-luciferase; HEK293 GAL4-hgDAF12 UAS-luciferase reporter, agonist luminescence; normalized to butyrate control; activation, % at 6.8 µM; 1.8% of 370,000 active; AID 687014, 2013;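 active means activation above a cutoff set at the mean of all screened compounds plus 3 SD, cut at about 10% in these data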;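 further: 0% = DMSO wells and 100% = sodium butyrate wells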
ssDAF-12 act = S. stercoralis DAF-12 nuclear receptor activators, primary screen, cell-based, luminescence, HEK293, GRIP1 co-expression, lit1-tk-luc. activation, % at 6.8 µM. Nuclear hormone receptor DAF-12 (Strongyloides stercoralis). 1% of 370,000 active. HEK293 ssDAF-12/GRIP1 lit1-tk-luc reporter; % of 3 µM dafachronic acid response;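 active means activation above the mean over all tested compounds plus 3 SD, cut at about 0.9% in these data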;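 further: 0% = DMSO-only wells and 100% = 3 µM delta7-dafachronic acid wells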
NR1D1 modulator = modulators of Rev-erb alpha DNA binding, primary screen, biochemical, FITC-DNA, fluorescence polarization, uHTS. Nuclear receptor subfamily 1 group D member 1 (Homo sapiens), P20393. Rev-erbα–FITC-DNA binding, 90 min. activity, % at 10 µM. 0.79% of 370,000 active;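 active means activity above about 14%, limit read from the data; passing the limit was not always enough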;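 further: 0% = DMSO wells with 35 nM protein and 100% = DMSO wells with 750 nM protein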
PLC-beta3 inh = human PLC-beta3 inhibitors, primary screen, biochemical, fluorescence; 1-phosphatidylinositol 4,5-bisphosphate phosphodiesterase beta-3 (Homo sapiens), Q01970; Purified PLC-beta3, fluorogenic substrate; inhibition, % at 12.2 µM; 0.18% of 370,000 active; AID 720704, 2013; in the data active means inhibition above about 11%;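 further: 0% = median of compound wells on plate and 100% = full blocker control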
PG9 Ab binder = binders of HIV-1 gp120 antibody PG9, primary screen, biochemical, TR-FRET; TR-FRET gp120-PG9 antibody binding; inhibition, % at 6.7 µM; 0.43% of 360,000 active; AID 624416, 2012; in the data active means inhibition above about 8.5%
FXN GAA850 act = FXN promoter activators, primary screen, cell-based, luciferase luminescence, HEK293 lucGAA850; 0.56% of 360,000 active; AID 540364, 2011; activation, % at 6 µM; HEK293 lucGAA850 FXN promoter luciferase reporter, 24 h; percent of 10 µM SAHA response;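 active means activation above the average of all compounds screened plus 3 SD, cutoff fixed separately per campaign, cut at about 7.5% in these data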;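 further: 0% = DMSO wells and 100% = 10 µM SAHA wells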
SMARCA2 act = SMARCA2 (BRM) function activators, primary screen, cell-based, luminescence, high throughput | MG213 cells, MMTV-luciferase reporter, dexamethasone, overnight | activation, % at 9.1 µM | 1% of 370,000 active | AID 652017, 2013; in the data active means activation above about 7.8%;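 further: 0% = vehicle wells and 100% = reference activator wells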
An asterisk follows results filed as active; i = inactive; / = not tested or not shown.

SMILES	HGIII-sPLA2 inh	DAX1 inh-1	DAX1 inh-2	hcDAF-12 act	hgDAF12 agonist	ssDAF-12 act	NR1D1 modulator	PLC-beta3 inh	PG9 Ab binder	FXN GAA850 act	SMARCA2 act
OC(c1ccc(F)c(F)c1)c1nc(-c2cncnc2)cs1 (stereo not drawn)	1	/	-0.4	-0.6	-1.2	-0.8	-7	1	1.6	-0.6	0
COc1cc(C#N)c(NC(=S)N2CCN(C(=O)c3ccco3)CC2)cc1OC	7	/	1.1	-0.8	-0.8	-1.3	-2	-3	0.6	/	-6
Cn1c(=O)c2c(nc(Sc3ncnn3CC(=O)NC3CCCCC3)n2C)n(C)c1=O	1	1.4	-0.4	-0.7	0.8	-0.7	-5	-5	-2.1	-2.1	4
COCCCNC(=O)c1ccc2c(=O)n(Cc3ccc(Cl)cc3)c(=S)[nH]c2c1	6	-0.9	0.5	0.6	1.1	-0.7	0	-5	0.1	1.2	-1
CCCCN1C(=O)c2ccc(C(=O)OCC(=O)NCCc3ccc(S(N)(=O)=O)cc3)cc2C1=O	5	0.1	-0.4	1.9	1.2	0.6	-1	-3	0.4	0.5	-1
COc1ccc(OC)c(S(=O)(=O)n2nnc3ccccc32)c1	-3	-0.5	-0.8	-1.1	1.1	-1.1	1	7	-2.6	-2.5	0
CCCCSC(=S)NC1CCS(=O)(=O)C1 (stereo not drawn)	5	-0.4	-0.5	-2.0	3.9	0.2	7	1	2.2	-8.4	0
Cc1ccn2cc(-c3ccc(O)c(O)c3)nc2c1	17	-2.2	3.0	7.0*	9.1	0.7	-7	-57	-5.7	11*	0
COc1ccc(/C=C/C(=O)CCC(=O)O)cc1	5	2.0	1.6	-0.1	2.5	-0.7	-1	-1	-0.9	-0.8	1
CC(OC(=O)CCN=C1NS(=O)(=O)c2ccccc21)C(=O)Nc1ccc(F)c(F)c1F (stereo not drawn)	-1	-0.1	1.5	-2.0	-0.1	-1.2	3	3	-2.6	0.2	1
CC(C)(CO)NCc1ccc(Br)cc1	2	0.8	0.4	-1.2	-3.3	0.1	-3	-4	0.2	0.4	-3
Cc1ccc(Cn2c(=N)c(C(=O)NCCN3CCOCC3)cc3c(=O)n4ccccc4nc32)cc1	-9	0.8	-0.7	-0.6	0.6	-1.2	-3	-163	1.9	-0.2	0
CC1CCN(CCCNC(=O)c2cc3c(s2)-c2ccccc2OC3)CC1	-8	0.3	2.3	2.9	-0.2	-1.1	-7	i	1.7	0.1	-3
CCN(CC)CC(=O)c1ccc(-c2ccccc2)cc1	2	-0.9	-0.9	-2.0	-3.0	-2.1	-1	-6	-1.9	-0.7	3
Cc1cc(NC(=O)CCC(=O)N(CC(=O)NC2CCCC2)c2ccc(F)c(Cl)c2)no1	0	-2.5	-0.2	-0.4	1.7	-0.9	-4	-7	-0.8	1.8	1
Cc1ccc(C)[n+](CC(=O)N2CCCCC2)c1	8	2.2	-0.1	-2.7	0.2	-0.7	0	-2	1.4	1.0	-1
CC1(C)Oc2ccc(C(=O)NC3CCCC3)cc2N(CC(=O)NC2CCCC2)C1=O	9	-0.1	0.0	-1.3	1.4	-0.1	-3	-5	1.3	0.0	-4
c1ccc(CCn2nnnc2CN2CCc3ccccc32)cc1	-7	0.1	0.3	0.6	1.8	-0.5	9	-4	-3.0	2.0	-1
CCOc1ccccc1N(C(=O)c1ccco1)C(C(=O)NC1CCCC1)c1cccnc1 (stereo not drawn)	3	-1.2	0.3	3.6	-0.9	-1.3	-1	-1	0.8	0.7	0
CCC(=O)OC1(C(C)=O)CCC2C3CCC4=CC(=O)CCC4(C)C3CCC21C (stereo not drawn)	2	-0.8	-0.1	0.4	-3.4	-1.1	11	1	0.0	-0.2	-6
COc1cccc(C#CC2=CC(=O)C[C@H](c3ccc(F)cc3)C2)c1	-5	-0.4	-0.8	-0.9	-3.5	-1.6	-1	-6	-0.4	-0.3	0
O=C(CNS(=O)(=O)c1ccccc1)Nc1ccc2c(c1)OCO2	3	0.6	-0.1	-0.6	5.3	-0.4	-3	1	-0.6	2.7	-2
O=S1(=O)CC(N2CCN(CC3CC3)CC2)CN1CCc1ccccc1 (stereo not drawn)	7	/	0.5	1.2	-0.1	-0.5	2	5	-3.0	/	-2
C/C(=N\N1CCN(Cc2ccc(Cl)cc2)CC1)c1ccc([N+](=O)[O-])cc1	0	-0.8	-0.8	0.0	-0.6	-0.9	7	-6	-0.1	0.1	-2
C=CCc1cccc(CNc2c(C)cc(C)cc2C)c1O	1	1.5	0.0	1.7	-1.6	-2.3	-3	-1	-2.5	3.7	-1
CCOc1cc2[nH]c(=O)n(CCC(=O)N3CCN(c4ccccc4OC)CC3)c(=O)c2cc1OCC	-2	-1.5	0.9	-1.5	-0.2	-1.2	-2	-1	-1.5	0.9	-1
CCN(CCCNC(=O)CN(C)S(=O)(=O)c1ccc2c(c1)CCC(=O)N2)c1cccc(C)c1	-5	-0.3	0.0	-2.3	-3.1	-1.7	0	-1	-0.5	0.4	-3
O=C1c2ccccc2C(=O)c2[nH]cnc21	-3	-0.5	-0.5	-1.9	-1.1	-1.3	0	-3	1.8	2.1	0
CCN(CC)S(=O)(=O)c1cccc(C(=O)N[C@H](C(=O)NCc2ccc(Cl)cc2)C(C)C)c1	-12	-2.1	-0.9	-4.2	1.6	-1.5	-3	-4	0.3	-4.4	-2
COC(=O)c1ccc(-n2c(C)cc(C(=O)COC(=O)CC3Sc4ccccc4NC3=O)c2C)cc1 (stereo not drawn)	-22	-1.1	-1.0	2.4	5.0	-0.6	2	-8	-1.7	2.5	-2
CNC(=S)N/N=C/c1cc(Br)cc(Br)c1O	44*	-1.6	-0.7	0.0	-1.9	-1.2	0	-386	0.5	1.2	-4
CCc1[nH]c(=O)c(C#N)c2c1COC(C)(C)C2	3	-0.2	0.4	-0.1	0.1	-0.7	-2	-7	-2.3	-1.1	-3
COc1cccc(OCC(=O)NC2CCCCC2)c1	-1	0.1	0.7	-0.4	-0.1	-0.9	-2	1	-0.9	2.1	-2
NC(=O)c1ccc(NC(=O)COc2coc(CN3CCc4ccccc4C3)cc2=O)cc1	7	1.1	-2.8	0.1	-1.2	-1.3	3	-10	1.4	-0.3	-2
Cn1c(NC(=O)c2ccccc2)nc(Cc2ccccc2)c1-c1ccccc1	19	/	-0.7	-0.7	-1.6	-1.5	-10	-9	/	/	-4
Cn1cc(S(=O)(=O)N2CCN(c3ccc(F)cc3)CC2)c(=O)n(C)c1=O	2	-0.8	1.1	-0.7	-1.1	-0.9	-5	7	-3.5	0.5	-1
Cc1ccccc1CN(C)CCS(=O)(=O)c1cc(Cl)ccc1Cl	4	-2.6	-0.3	1.1	-5.2	-0.8	16*	-5	-2.3	1.6	5
Cc1cc(C(=O)CN2C(=O)NC3(CCCc4ccccc43)C2=O)c(C)n1C (stereo not drawn)	1	0.4	-0.2	-1.4	-2.1	-1.1	-5	-5	-0.2	-1.1	-2
Fc1cccc(Cc2noc(CN3CCSCC3)n2)c1	2	-0.1	-0.3	-0.7	0.1	-0.7	-3	1	0.4	0.7	0
N#CCc1ccnc2ccccc12	-13	-0.1	0.0	-1.0	0.5	-0.3	1	-4	-1.8	0.6	2
CCCCN(Cc1cc2cc(OC)ccc2[nH]c1=O)C(=O)c1ccccn1	11	-0.7	-0.8	-1.8	-1.6	-0.4	11	-49	0.0	-2.2	1
CCC(C)[C@H](NS(=O)(=O)c1ccc(F)cc1Br)C(=O)OC (stereo partly drawn)	1	-0.4	-0.3	-0.3	0.6	-1.5	7	3	-1.2	2.1	3
CCN(CC(=O)NCc1cccs1)c1ccc(S(=O)(=O)N2CCOCC2)cn1	0	3.3	0.2	-0.2	-0.5	-0.3	2	-2	1.1	-1.5	0
O=[N+]([O-])c1cccc(CN2CCN(S(=O)(=O)Cc3ccccc3)CC2)c1	7	-0.9	-0.5	-0.9	-1.8	-1.5	8	-8	-1.9	1.3	-2
O=c1cc2oc3cc(O)c(O)cc3c(-c3ccccc3[N+](=O)[O-])c-2cc1O	18	-0.9	0.0	-2.8	-4.6	-1.2	-12	9	-18	-3.2	-3
CC(C)c1ccc(C=NNc2ccc([N+](=O)[O-])cn2)cc1	8	4.5*	4.7*	9.2*	17*	1.0*	-3	-53	0.3	4.8	8
CCNC(=S)NC(=NCc1cccnc1)Nc1nc(C)cc(C)n1	9	0.2	-0.2	-2.0	-0.6	-1.3	2	-5	0.3	0.8	2
Cc1cccc(-n2ncc3c2CCCC3NC(=O)CCc2ccncc2)c1C (stereo not drawn)	1	-1.0	-0.8	-4.2	-5.0	-1.5	-6	-3	-0.4	1.2	-4
CCCC(=O)C1=C(O)C(C(=O)OC)C(C)(C)CC1=NCc1ccccc1 (stereo not drawn)	5	-0.4	-0.5	-1.9	-2.4	-1.4	2	-8	-1.1	-0.2	-2
Cc1ccc(CNCCCn2cnc3c(OCc4ccccc4)ncnc32)o1	5	0.1	0.2	0.4	3.4	-1.1	-3	4	-1.6	-2.5	-4
O=[N+]([O-])c1ccc(-n2nnnc2CN2CCCCC2)cc1	-5	1.1	-0.6	-1.8	0.7	-1.6	3	4	-1.8	-0.7	1
COCCNC(=O)C1CCN(C(=O)c2cc3sccc3n2Cc2ccc(F)cc2)CC1	1	0.1	-1.1	-2.1	-1.6	-2.2	-1	2	1.9	0.3	-1
CCOc1ccc2nc(N/C(N)=N/S(=O)(=O)c3ccc(C)cc3)nc(C)c2c1	4	-1.4	-1.1	-0.7	-0.5	-1.2	-11	2	-0.5	-0.4	-1

Compound profiles, from the list above:
Listed for `CCN(CC(=O)NCc1cccs1)c1ccc(S(=O)(=O)N2CCOCC2)cn1` : HGIII-sPLA2 inh = 0; DAX1 inh-1 = 3.3; DAX1 inh-2 = 0.2; hcDAF-12 act = -0.2; hgDAF12 agonist = -0.5; ssDAF-12 act = -0.3; NR1D1 modulator = 2; PLC-beta3 inh = -2; PG9 Ab binder = 1.1; FXN GAA850 act = -1.5; SMARCA2 act = 0
Listed for `CCC(C)[C@H](NS(=O)(=O)c1ccc(F)cc1Br)C(=O)OC` (stereo partly drawn) : HGIII-sPLA2 inh = 1; DAX1 inh-1 = -0.4; DAX1 inh-2 = -0.3; hcDAF-12 act = -0.3; hgDAF12 agonist = 0.6; ssDAF-12 act = -1.5; NR1D1 modulator = 7; PLC-beta3 inh = 3; PG9 Ab binder = -1.2; FXN GAA850 act = 2.1; SMARCA2 act = 3
